Source: PubChem
L3MBTL1 inh = blocks human L3MBTL1; Q9Y468; AlphaScreen L3MBTL1–H3K9me1 peptide binding; Potency, µM (titrated, usually from 57.1 µM), for inactives: top-dose activity, negative = inhibition, usual class: inhibitors; actives 0.66% (n = 230,000); active = well fitted inhibition curve with a large enough effect; inconclusive = small, poorly fitted or top-dose-only effect; inactive = no such curve, though single readings can be large or run the other way; note: nearly all actives have a fitted effect of over 60% in size
Target sequence (Q9Y468 whole entry, looked up): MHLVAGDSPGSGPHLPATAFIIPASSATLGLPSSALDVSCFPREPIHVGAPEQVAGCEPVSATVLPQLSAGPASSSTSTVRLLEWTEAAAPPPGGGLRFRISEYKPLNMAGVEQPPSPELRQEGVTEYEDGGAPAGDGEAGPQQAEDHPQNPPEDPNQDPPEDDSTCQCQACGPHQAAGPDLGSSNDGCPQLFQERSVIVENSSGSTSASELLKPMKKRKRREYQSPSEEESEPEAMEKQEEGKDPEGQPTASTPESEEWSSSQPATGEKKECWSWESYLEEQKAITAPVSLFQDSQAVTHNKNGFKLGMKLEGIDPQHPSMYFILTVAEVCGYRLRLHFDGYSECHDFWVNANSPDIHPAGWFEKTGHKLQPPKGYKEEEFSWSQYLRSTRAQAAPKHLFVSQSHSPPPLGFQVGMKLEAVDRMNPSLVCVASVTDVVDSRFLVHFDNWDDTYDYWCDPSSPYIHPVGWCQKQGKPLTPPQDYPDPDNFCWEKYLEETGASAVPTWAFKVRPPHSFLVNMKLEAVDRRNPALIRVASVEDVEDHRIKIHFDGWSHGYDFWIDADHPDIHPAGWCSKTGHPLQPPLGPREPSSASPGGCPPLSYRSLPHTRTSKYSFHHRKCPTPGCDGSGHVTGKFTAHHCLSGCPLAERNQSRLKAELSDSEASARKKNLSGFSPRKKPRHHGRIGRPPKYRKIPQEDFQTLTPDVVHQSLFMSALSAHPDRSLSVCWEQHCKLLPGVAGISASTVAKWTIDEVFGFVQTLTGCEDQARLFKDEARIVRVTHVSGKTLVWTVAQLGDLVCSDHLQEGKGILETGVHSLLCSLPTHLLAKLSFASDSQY
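AlphaScreen assay: L3MBTL1 (50 nM final) was preincubated 30 min at room temperature with biotinylated H3(1-15)K9me1 peptide (75 nM final), then 30 min with library compounds; streptavidin donor and nickel chelate acceptor beads (10 ug/mL final) added, 30 min dark.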
Numbers without * were called inactive; ? = inconclusive; [ ] = another dose, or the depositor's remark. % is set by controls: 0 for no effect and ±100 for the full control effect; potency is the fitted concentration of half-maximal effect. Some of the compounds tested, so the mix of outcomes need not match the whole.

item | Molecule | L3MBTL1 inh
1 | COC(=O)C1=C(c2ccc(OCc3ccccc3)cc2)C[C@@H]2CC[C@H]1N2C(=O)NCc1cccc(OC)c1 | -3%
2 | Cc1ccc(S(=O)(=O)N2CCN(C(=O)COC(=O)Cc3ccccc3)CC2)c(C)c1 | 5%
3 | CC(=O)OC(C)(C)/C=C/C(=O)[C@](C)(O)C1[C@H](O)C[C@@]2(C)C3CC=C4C(C[C@H](O)C(=O)C4(C)C)[C@]3(C)C(=O)C[C@]12C (stereo not given in full) | 5%
4 | Cc1ccc(/C=C2\C(=O)NC(=S)N(c3cccc(F)c3)C2=O)o1 | ?
5 | CCCCn1c(=O)c(C(=O)Nc2ccccc2C)c(O)c2ccccc21 | 3%
6 | COC(=O)C1=C(c2ccc(Cl)c(C(F)(F)F)c2)C[C@@H]2CC[C@H]1N2C(=O)N1CCOCC1 | -1%
7 | COC(=O)C1=C(c2ccc(-c3ccccc3)c(F)c2)C[C@@H]2CC[C@H]1N2C(=O)NCCO | 10%
8 | COC(=O)C1=C(c2c(C)noc2C)C[C@@H]2CC[C@H]1N2C(=O)N1CCC(O)CC1 | 1%
9 | O=C1/C(=C/c2ccccc2)C[C@@]2(O)[C@H]3Cc4ccc(O)c5c4[C@@]2(CCN3CC2CC2)C1O5 (stereo not given in full) | -10%
10 | Cc1cc[n+](Cc2ccccc2)cc1 | -3%
11 | N#Cc1ccc(NC(=O)CN2CCN(C(=O)c3cccs3)CC2)cc1Cl | 31%[activator]
12 | COC(=O)C1=C(c2cccc(OCc3ccccc3)c2)C[C@@H]2CC[C@H]1N2C(=O)NCc1ccc(C(F)(F)F)cc1 | 0%
13 | COC1=CC(=O)[C@]2(C=C1OC)OC[C@@H]1Oc3c(ccc4c3C=CC(C)(C)O4)C(=O)[C@@H]12 | -10%
14 | Clc1ccccc1CN1CCNCC1 | 6%
15 | Cc1noc(C)c1CSCC(=O)Nc1ccc(C#N)c(Cl)c1 | 2%
16 | COc1cc2c(cc1OC)C(C1c3cc4c(cc3CCN1C)OCO4)OC2=O (stereo not given) | 9%
17 | COC(=O)C1=C(c2c(C)noc2C)C[C@@H]2CC[C@H]1N2C(=O)N1CCC(C)CC1 | 5%
18 | Cc1ccccc1CC(=O)N(CCN(C)C)CC1CCCN(Cc2ccccc2F)C1 (stereo not given) | 1%
19 | COC(=O)C1=C(c2ccc(F)cc2OCc2ccccc2)C[C@@H]2CC[C@H]1N2C(=O)NCc1ccc(F)cc1 | -7%
20 | COC(=O)C1=C(c2cccc(OCc3ccccc3)c2)C[C@@H]2CC[C@H]1N2C(=O)NCc1cccc(OC)c1 | -8%
21 | COC(=O)C1=C(c2ccc3ccccc3c2)C[C@@H]2CC[C@H]1N2C | 5%
22 | COC(=O)C1=C(c2ccc(Cl)c(C(F)(F)F)c2)C[C@@H]2CC[C@H]1N2C(=O)NCCO | 1%
23 | Cc1cc(-c2ccccc2)cc(C)[n+]1Cc1ccccc1 | 12%
24 | C[C@@H]1O[C@@H](O[C@H]2C[C@@H](O)[C@]3(CO)[C@@H]4C(CC[C@]3(O)C2)[C@@]2(O)CC[C@H](C3COC(=O)C3)[C@@]2(C)C[C@H]4O)[C@H](O)[C@H](O)[C@H]1O (stereo not given in full) | 7%
25 | COC(=O)C1=C(c2cccc(C#N)c2)C[C@@H]2CC[C@H]1N2C(=O)NCCOc1ccccc1Cl | 8%
26 | COC(=O)C1=C(c2c(C)noc2C)C[C@@H]2CC[C@H]1N2C(=O)N1CCCCC1 | 8%
27 | COC(=O)C1=C(c2ccc(OC)c(OC)c2)C[C@@H]2CC[C@H]1N2C(=O)N1CCCCC1 | -4%
28 | C[C@]12CCC3C(CC[C@H]4C[C@@H](O)CC[C@]34C)C1C[C@@H](O)[C@]2(C)O (stereo not given in full) | 3%
29 | CC(C)CCOP(N)(=O)Oc1ccccc1 (stereo not given) | 8%
30 | COc1ccc(-n2c(CN3CCOCC3)nc3ccccc3c2=O)c(OC)c1 | 2%

Arranged by heavy-atom count (highest first): 16 of the compounds above
item | Molecule | L3MBTL1 inh
24 | C[C@@H]1O[C@@H](O[C@H]2C[C@@H](O)[C@]3(CO)[C@@H]4C(CC[C@]3(O)C2)[C@@]2(O)CC[C@H](C3COC(=O)C3)[C@@]2(C)C[C@H]4O)[C@H](O)[C@H](O)[C@H]1O (stereo not given in full) | 7%
12 | COC(=O)C1=C(c2cccc(OCc3ccccc3)c2)C[C@@H]2CC[C@H]1N2C(=O)NCc1ccc(C(F)(F)F)cc1 | 0%
19 | COC(=O)C1=C(c2ccc(F)cc2OCc2ccccc2)C[C@@H]2CC[C@H]1N2C(=O)NCc1ccc(F)cc1 | -7%
25 | COC(=O)C1=C(c2cccc(C#N)c2)C[C@@H]2CC[C@H]1N2C(=O)NCCOc1ccccc1Cl | 8%
9 | O=C1/C(=C/c2ccccc2)C[C@@]2(O)[C@H]3Cc4ccc(O)c5c4[C@@]2(CCN3CC2CC2)C1O5 (stereo not given in full) | -10%
18 | Cc1ccccc1CC(=O)N(CCN(C)C)CC1CCCN(Cc2ccccc2F)C1 (stereo not given) | 1%
27 | COC(=O)C1=C(c2ccc(OC)c(OC)c2)C[C@@H]2CC[C@H]1N2C(=O)N1CCCCC1 | -4%
22 | COC(=O)C1=C(c2ccc(Cl)c(C(F)(F)F)c2)C[C@@H]2CC[C@H]1N2C(=O)NCCO | 1%
17 | COC(=O)C1=C(c2c(C)noc2C)C[C@@H]2CC[C@H]1N2C(=O)N1CCC(C)CC1 | 5%
26 | COC(=O)C1=C(c2c(C)noc2C)C[C@@H]2CC[C@H]1N2C(=O)N1CCCCC1 | 8%
11 | N#Cc1ccc(NC(=O)CN2CCN(C(=O)c3cccs3)CC2)cc1Cl | 31%[activator]
28 | C[C@]12CCC3C(CC[C@H]4C[C@@H](O)CC[C@]34C)C1C[C@@H](O)[C@]2(C)O (stereo not given in full) | 3%
15 | Cc1noc(C)c1CSCC(=O)Nc1ccc(C#N)c(Cl)c1 | 2%
23 | Cc1cc(-c2ccccc2)cc(C)[n+]1Cc1ccccc1 | 12%
29 | CC(C)CCOP(N)(=O)Oc1ccccc1 (stereo not given) | 8%
14 | Clc1ccccc1CN1CCNCC1 | 6%

Going on with the list:
item | Molecule | L3MBTL1 inh
31 | CCOc1ccc(N2C(=O)/C(=C/c3ccco3)C(=O)NC2=S)cc1 | -8%[2.29 µM]
32 | COC(=O)C1=C(c2ccc(F)cc2OCc2ccccc2)C[C@@H]2CC[C@H]1N2C(=O)NCCc1ccc(F)cc1 | -1%
33 | CN1CC=C(/C=C/c2ccc(-c3ccccc3)cc2)CC1 | -3%
34 | C#CC1(OC(=O)c2ccccc2)CC(C)N(C)CC1C (stereo not given) | -5%
35 | C[C@]12C[C@@H](O)[C@H](O)CC1=CCC1C2CC[C@]2(C)C(=O)CCC12 (stereo not given in full) | 4%
36 | O=C(O)c1ccccc1-c1ccc(C=C2C(=O)N(c3ccccc3)C(=S)N(c3ccccc3)C2=O)o1 | -1%[2.29 µM]
37 | COC(=O)C1=C(c2ccc(OC(F)(F)F)cc2)C[C@@H]2CC[C@H]1N2C(=O)NCCOc1ccccc1Cl | 5%
38 | Cc1c(C)c2ccc(OCC(=O)N3CCN(Cc4ccccc4)CC3)cc2oc1=O | 7%
39 | NCCc1ccc(OCc2ccccc2)c(OCc2ccccc2)c1 | -5%
40 | COc1cccc(-n2c(/C=C/c3ccccn3)nc3ccccc3c2=O)c1 | -3%
41 | O=C(Cc1ccccc1)N1CCN(CCCc2ccccc2)CC1 | -1%
42 | Cc1ccsc1CNCCc1ccc(F)cc1 | 3%
43 | Cc1cccc(N=Cc2c(O)n(C)c(=O)n(C)c2=O)c1 | 4%
44 | CN1C(=O)/C(=C/c2ccc(Cl)s2)C(=O)NC1=S | 4%
45 | COc1cc(CN2CC=C(c3ccc(F)cc3)CC2)cc(OC)c1 | -2%
46 | CN1C2CCC1C(C(=O)O)C(OC(=O)c1ccccc1)C2 (stereo not given) | -2%
47 | CC(=O)O[C@H]1C[C@@H]2CC[C@@H]3[C@H](CC[C@]4(C)C(=O)CC[C@@H]34)[C@@]2(C)C[C@@H]1OC(C)=O | 6%
48 | CCCNC(=O)N1[C@H]2CC[C@@H]1C(C(=O)OC)=C(c1ccc(-c3ccccc3)c(F)c1)C2 | 1%
49 | Cc1cc(=O)oc2cc(OCC(=O)N3CCN(C(C)c4ccccc4)CC3)c(Cl)cc12 (stereo not given) | 0%
50 | COC(=O)C1=C(c2c(C)noc2C)C[C@@H]2CC[C@H]1N2C(=O)N1CCC(O)(c2ccc(Cl)cc2)CC1 | 7%
51 | COC(=O)C1=C(c2cccc3c2S(=O)(=O)c2ccccc2-3)C[C@@H]2CC[C@H]1N2C(=O)N1CCc2cc(OC)c(OC)cc2C1 | -10%
52 | COC(=O)C1=C(c2ccc(F)cc2OCc2ccccc2)C[C@@H]2CC[C@H]1N2C(=O)NCc1ccc2c(c1)OCO2 | -10%
53 | COc1ccc(NC(=O)c2cn(CCC#N)nc2-c2ccccc2)cc1 | 5%[2.29 µM]
54 | COC(=O)C1=C(c2ccc(OC(F)(F)F)cc2)C[C@@H]2CC[C@H]1N2C(=O)N1CCC(C)CC1 | 6%
55 | COc1ccc2[nH]c(C)c(CCNCc3cccnc3)c2c1 | -11%
56 | N#CCCn1cc(C(=O)Nc2ccc(F)cc2)c(-c2ccccc2)n1 | -2%
57 | COC(=O)C1=C(c2ccc(F)cc2F)C[C@@H]2CC[C@H]1N2C(=O)NC1CC1 | 6%
58 | CCCCCn1c(=O)c(C(=O)Nc2ccccc2)c(O)c2ccccc21 | 7%
59 | COc1ccc(CCNCC2CCCO2)cc1 (stereo not given) | 2%
60 | Cn1cc(C(O)CN2CCCCC2)c2ccccc21 (stereo not given) | ?
61 | COc1cccc(OC)c1CN1CCCC(C(=O)c2cccc(Cl)c2)C1 (stereo not given) | 6%
62 | Cc1cc(/C=C2\C(=O)NC(=O)N(c3ccccc3)C2=O)c(C)n1-c1ccc(C(=O)O)c(Cl)c1 | ?
63 | C[C@@H]1O[C@@H](O[C@@H]2C=C3CCC4C(CC[C@]5(C)[C@@H](c6ccc(=O)oc6)CC[C@]45O)[C@@]3(C)CC2)[C@H](O)[C@H](O)[C@H]1O (stereo not given in full) | 2%
64 | COc1ccc2c3c1OC1[C@H](O)CCC4[C@@H](C2)N(C)CC[C@]314 (stereo not given in full) | -5%
65 | CC(C)(C)NC(=O)CN1CCCN(C(=O)COc2ccc(Cl)c3ccccc23)CC1 | -1%
66 | CCC1(c2cccc(O)c2)CCCCN(C)C1 (stereo not given) | 5%
67 | COC(=O)C1=C(c2c(C)noc2C)C[C@@H]2CC[C@H]1N2C(=O)N1CCOCC1 | 14%
68 | CN(C)c1cc[n+](CC(O)C[n+]2ccc(N(C)C)cc2)cc1 | -1%
69 | CCOc1ccc(NC(=O)N2C[C@H]3C[C@@H](C2)c2cccc(=O)n2C3)cc1 | 3%
70 | COC(=O)C1=C(c2ccc(F)cc2F)C[C@@H]2CC[C@H]1N2C(=O)NCc1ccc(C(F)(F)F)cc1 | 12%
71 | COC(=O)C1=C(c2ccc(C(C)=O)cc2)C[C@@H]2CC[C@H]1N2C(=O)N1CCC(O)(c2ccc(Cl)cc2)CC1 | -2%
72 | Cc1ccc2c(c1)C(c1ccccc1)=NCC(=O)N2 | 15%
73 | CC(NS(=O)(=O)OCC(Cl)(Cl)Cl)c1ccccc1 (stereo not given) | 0%
74 | O=C(NC1CC1)c1cn(Cc2ccccc2)nc1-c1ccccc1 | 4%
75 | [N-]=[N+]=NCCN1CCC(O)CCC1=O (stereo not given) | -6%
76 | C[C@@H]1CN(C2CCC(C#N)(c3ccc(F)cc3)CC2)CC[C@]1(C(=O)O)c1ccccc1 (stereo not given in full) | 6%
77 | C[C@]12CCC3C(CC[C@H]4C[C@@H](O)CC[C@]34C)C1C[C@@H](Br)[C@@H]2O (stereo not given in full) | 3%
78 | COC(=O)C1=C(c2ccc(F)cc2F)C[C@@H]2CC[C@H]1N2C(=O)N1CCOCC1 | 8%
79 | CSc1ccc(CN2CCN(c3ccccc3C)CC2)cc1 | -4%
80 | COC(=O)C1=C(c2cccc(C#N)c2)C[C@@H]2CC[C@H]1N2C(=O)N1CCCC1 | 1%

(more compounds)
item | Molecule | L3MBTL1 inh
81 | COC(=O)C1=C(c2ccc(F)cc2OCc2ccccc2)C[C@@H]2CC[C@H]1N2C(=O)NCc1ccc(C(C)(C)C)cc1 | -3%
82 | Oc1ccccc1-[n+]1c(-c2ccccc2)cc(-c2ccccc2)cc1-c1ccccc1 | -11%
83 | COc1ccc(-n2c(/C=C/c3ccc(O)cc3)nc3ccccc3c2=O)cc1 | -3%
84 | COC(=O)C1=C(c2cccc(C#N)c2)C[C@@H]2CC[C@H]1N2C(=O)N1CCC(O)CC1 | 4%
85 | COc1ccccc1NC(=O)c1cn(CCC#N)nc1-c1ccc(F)cc1 | 4%
86 | O=C(NC(=S)N1C[C@H]2C[C@H](C1)c1cccc(=O)n1C2)c1ccc(Cl)cc1 | 1%
87 | Cc1nn(CC(C)C)c(Cl)c1C(=O)NC1CCC(C)CC1 (stereo not given) | 8%
88 | C[C@]1(O)CCC2C3CC[C@@H]4CC(=O)CC[C@]4(C)C3CC[C@@]21C (stereo not given in full) | -4%
89 | O=C(CCN1CCOCC1)Nc1ccc(Br)cc1C(=O)c1ccccc1 | -5%
